# Epigenetic reg = epigenetic control regulation, reporter derepression; AID 1865; 0.2% of 280,000 active; Potency, µM (top dose mostly 53.9 µM), inactives show at the top dose GFP activation, most hits filed as activators; murine LDR cells, GFP reporter derepression, 30 h; also: potency is read from the fitted curve at half-maximal effect; % of control where 0% means no effect; nearly all actives have a fitted effect of over 60% in size
#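 Murine LDR cells bearing a silenced CMV-driven GFP reporter were exposed to compound for 30 h at 37 C. After PBS washes, GFP-positive cells (20-120 um objects) counted by laser-scanning microplate cytometry.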
# Luc counter = Kinase-Glo luciferase inhibition (counter-screen); Q27757; Kinase-Glo luciferase, ATP luminescence, 8 min; Potency, µM (highest dose often 38.3 µM), for the others: at the top dose activity change, negative = inhibition, usual class: inhibitors; 0.28% of 200,000 active; AID 1379; also: potency is read from the fitted curve at half-maximal effect; % is scaled to controls: 0 for no effect and ±100 for the full control effect; nearly all actives have a fitted effect of over 60% in size
#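 Compound is pinned into ATP-containing buffer (10 uM ATP, imidazole pH 7.2, 7 mM MgCl2). Kinase-Glo luciferase reagent is then added. Light output is recorded following an 8-min room-temperature incubation.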
# NPSR antag = blocks cAMP signaling of the human neuropeptide S receptor; AID 1461; Potency, µM (titrated, usually from 38.3 µM), inactives show at the highest dose activity change, negative = inhibition, hits mostly inhibitors; CHO-NPSR cells, cAMP TR-FRET, antagonist mode; Q6W5P4; 1% of 220,000 active; also: potency is read from the fitted curve at half-maximal effect; % is scaled to controls: 0 for no effect and ±100 for the full control effect; nearly all actives have a fitted effect of over 50% in size; many of its hits are not listed in these tables
# L3MBTL1 block = blocks human L3MBTL1; AlphaScreen L3MBTL1–H3K9me1 peptide binding; Potency, µM (series often up to 57.1 µM), for inactives: at the top dose activity, negative = inhibition, usual class: inhibitors; 0.66% of 230,000 active; AID 485360; also: potency is read from the fitted curve at half-maximal effect; % is scaled to controls: 0 for no effect and ±100 for the full control effect; nearly all actives have a fitted effect of over 60% in size
# Target sequence (Q9Y468 whole entry, looked up): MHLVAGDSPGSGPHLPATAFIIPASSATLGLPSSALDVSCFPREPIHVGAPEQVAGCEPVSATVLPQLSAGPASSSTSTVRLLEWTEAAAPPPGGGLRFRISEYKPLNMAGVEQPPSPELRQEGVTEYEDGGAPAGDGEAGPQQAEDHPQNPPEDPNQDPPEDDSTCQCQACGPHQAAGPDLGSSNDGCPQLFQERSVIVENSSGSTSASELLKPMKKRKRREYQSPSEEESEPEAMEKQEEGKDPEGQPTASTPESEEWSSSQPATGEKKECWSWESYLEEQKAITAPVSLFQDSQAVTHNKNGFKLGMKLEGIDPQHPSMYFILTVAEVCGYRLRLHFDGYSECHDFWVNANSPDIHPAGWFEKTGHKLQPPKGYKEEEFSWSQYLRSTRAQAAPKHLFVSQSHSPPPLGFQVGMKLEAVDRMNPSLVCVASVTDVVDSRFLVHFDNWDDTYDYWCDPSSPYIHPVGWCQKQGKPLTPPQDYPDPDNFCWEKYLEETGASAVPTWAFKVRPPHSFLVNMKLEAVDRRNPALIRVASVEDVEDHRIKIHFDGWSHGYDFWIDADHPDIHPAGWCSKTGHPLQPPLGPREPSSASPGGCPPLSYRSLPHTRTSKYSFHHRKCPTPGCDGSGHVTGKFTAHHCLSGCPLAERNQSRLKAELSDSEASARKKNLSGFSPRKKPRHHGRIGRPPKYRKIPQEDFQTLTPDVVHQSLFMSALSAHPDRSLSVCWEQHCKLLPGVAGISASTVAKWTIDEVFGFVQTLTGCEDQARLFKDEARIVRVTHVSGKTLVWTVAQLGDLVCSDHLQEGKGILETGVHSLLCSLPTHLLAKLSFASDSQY
#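 L3MBTL1 50 nM + b-AHA-H3(1-15)K9me1 75 nM, 30 min RT; compound added, 30 min RT; streptavidin donor/Ni-chelate acceptor beads 10 ug/mL each final, 30 min RT dark; AlphaScreen read.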
# CBFb-RUNX1 inh = CBF-beta/RUNX1 interaction disruption; Q01196+Q13951; AlphaScreen CBFb-His/RUNX1-biotin binding, biochemical; Potency, µM (highest dose often 59.8 µM), without a hit: top-dose activity, negative = inhibition, most hits filed as inhibitors; 230,000 tested, under 10 active; AID 1477; also: % of control where 0% means no effect
#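 AlphaScreen binding: CBFb-His and RUNX1-biotin (30 nM each) preincubated 20 min, compound added for 15 min, then nickel and streptavidin beads for 90 min, all at room temperature. Disruption of the interaction by any mechanism counts as activity.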
# HTT aggregate = inhibitors of mutant huntingtin aggregate formation in PC12 cells; Potency, µM (highest dose often 46.1 µM), for the others: at the highest dose activity change, negative = inhibition, actives largely listed as inhibitors; 1.1% of 220,000 active; PC12 HttQ103-GFP aggregates, Acumen cytometry, 40 h; also: potency is read from the fitted curve at half-maximal effect; % is scaled to controls: 0 for no effect and ±100 for the full control effect; nearly all actives have a fitted effect of over 60% in size
#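 Steps: seed 1500 PC12 HTTQ103-GFP cells/well; add tebufenozide, 100 nM final; add compound titration; add ATPLite reagent; quantify GFP aggregates by laser scanning cytometry.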
# IMPase Li cell = cell-permeable IMPase inhibitors with lithium potentiation; Potency, µM (titrated, usually from 59.4 µM), for inactives: at the highest dose activity, negative = IMPase inhibition, usual class: inhibitors; AID 1457; 0.35% of 210,000 active; CHO-M1 cells, IP1 TR-FRET (IP-One), carbachol + lithium;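 also: IP1 builds up when IMPase is blocked and the TR-FRET signal falls; potency is read from the fitted curve at half-maximal effect; plate controls were basal vehicle for no effect and high inhibitor control for full effect; nearly all actives have a fitted effect of over 50% in size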
#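 Lithium-sensitised IP1 accumulation assay; M1-expressing CHO cells treated 30 min at 37C with compound. Competitive antibody detection by time-resolved FRET followed a 10 min room-temperature lysis step.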
# * marks the source's active call; other numbers are inactive results; ? = inconclusive; nt = no result given; & = joins results of further samples; [ ] = another dose, or the depositor's remark. Calls follow the shape of the dose curve; as a rule, active = well fitted curve in the direction sought with a large enough effect; inconclusive = small, poorly fitted or top-dose-only effect, or another doubt; inactive = no such curve, though single readings can be large; an effect the other way counts as inactive or inconclusive. Some of the compounds tested (hit frequency here may not be typical).
SMILES,Epigenetic reg,Luc counter,NPSR antag,L3MBTL1 block,CBFb-RUNX1 inh,HTT aggregate,IMPase Li cell
CC(OC(=O)c1cccs1)C(=O)NCc1cccs1 (stereo unspecified),-0.7%,-0.4%,-9.0%[46.1 µM],0.0%,1.0%,-20.3%,-7.3%[38.3 µM]
Cn1c(=O)c2c(nc(Sc3ncnn3CC(=O)NC3CCCCC3)n2C)n(C)c1=O,0.1%,nt,-2.1%,nt,11.7%,-15.7%[9.22 µM],nt
CCCCCCCCCCCCC(O)C(=O)O (stereo unspecified),2.1%&-0.3%,2.3%,nt,nt,2.4%&3.1%,nt,-7.3%&25.0%
Cc1ccc(NC(=S)N/N=C/c2c(Cl)cccc2Cl)c(C)c1,1.1%,3.7%,-37.3%,-1.9%,-15.1%,?,6.6%
CCCCC(=O)NNC(=S)NC(=O)CCC,14.0%,3.7%,?,27.0%,0.2%,-5.5%,1.7%
O=C(Cn1cnc2ccccc2c1=O)Nc1nnc(SCc2ccc(Cl)cc2)s1,0.0%,nt,6.9%,nt,4.0%,-19.3%[9.22 µM],nt
Nc1c(C(=O)NCCC2=CCCCC2)sc2ccc(S(=O)(=O)N3CCCCC3)cc12,1.1%,0.8%,-37.0%,-8.4%,4.5%,-31.5%,1.5%
COCC(=O)N(c1ccc(C(C)C)cc1)C1C=CS(=O)(=O)C1 (stereo unspecified),-0.8%,1.7%,-4.0%[46.1 µM],2.7%,2.5%,-11.0%,0.8%[38.3 µM]
COC(=O)C1=C(C(=O)OC)[C@@H]2N(Cc3ccccc3)c3ccccc3[C@@]23C[C@@H](C(=O)OC)N(C(=O)c2cccs2)C3=N1,-4.8%,-0.4%[7.66 µM],-56.1%,nt,-3.2%[13.1 µM],-9.6%[9.22 µM],4.7%
CCOc1ncccc1C(=O)OCC(=O)Nc1ccc2c(c1)OCO2,3.2%,-2.9%,6.8%,-3.6%,-7.8%,1.8%,7.8%
O=S(=O)(NC1CCCCC1NCc1ccco1)c1ccccc1 (stereo unspecified),1.7%,7.9%,-0.2%[46.1 µM],-4.5%,7.3%,-3.3%,3.3%[38.3 µM]
N/C(COc1cccc(Cl)c1)=N\NS(=O)(=O)c1ccccc1,3.3%,3.1%,8.9%[46.1 µM],3.0%,9.9%,-14.2%,10.1%[38.3 µM]
C/C(=N\NC(=O)CC1N=C(Cc2ccccc2)NNC1=O)c1ccc(Cl)cc1Cl (stereo unspecified),0.0%,0.0%,-2.8%[46.1 µM],-6.7%,1.4%,17.5%,7.5%[38.3 µM]
COc1ccc(/C=N/OCC(=O)N2CC3(C)CC2CC(C)(C)C3)cc1OC (stereo unspecified),3.3%,1.0%,-20.2%[46.1 µM],6.3%,7.7%,0.5%,12.0%[38.3 µM]
CCCn1c(SCC(=O)N2CCN(C(=O)c3ccco3)CC2)nc2ccccc2c1=O,-5.5%,3.8%,-9.1%,-6.0%,-2.6%,7.1%,10.9%
CCCCCCCCNC(=O)C(CCC(=O)OCc1ccccc1)NC(C)=O (stereo unspecified),0.0%,0.5%,-22.1%[46.1 µM],nt,2.1%,-4.3%,35.1%[activator][38.3 µM]
Oc1ccc(CNc2ccc(F)cc2)c2cccnc12,0.8%,2.0%,-10.0%[46.1 µM],31.6µM*,-29.0%,-8.5%,-13.9%[38.3 µM]
O=C(O)CCn1nnc(-c2ccccc2)n1,-2.0%,-3.5%,12.3%,6.8%,3.3%,9.5%,0.6%
C/C(=N\Nc1ccc(Cl)c(C(=O)O)c1)c1ccc[nH]1,3.6%,nt,10.9%,28.2µM*,?,10.7%[9.22 µM],nt
Brc1cccc(-c2nc(-c3ccncc3)no2)c1,-5.9%,-5.6%,-12.0%[46.1 µM],9.7%,-4.0%,0.1%,2.0%[38.3 µM]
O=C(/C=C/c1ccc(Cl)cc1)N1CCN(c2ccc([N+](=O)[O-])c(N3CCOCC3)c2)CC1,-1.0%,-1.4%,9.7%,-9.6%,1.4%,?,18.4%
O=C(NCC(c1cccs1)N1CCOCC1)c1ccc([N+](=O)[O-])cc1 (stereo unspecified),-0.9%,nt,1.8%[46.1 µM],9.4%,-0.5%,?,nt
CCC(=O)Nc1cccc(C2=NOC3(C2)C[C@@H](C(N)=O)N(C(=O)c2cc([N+](=O)[O-])cc([N+](=O)[O-])c2)C3)c1 (stereo partly specified),-6.2%,nt,10.2%,nt,-6.5%,3.6%[9.22 µM],nt
Cc1cc(=O)oc(C)c1C(=O)NC12CC3CC(CC(C3)C1)C2,6.5%,0.5%,-9.7%[46.1 µM],2.9%,2.3%,8.6%[9.22 µM],-10.0%[38.3 µM]
COCCNC(=O)C(c1cccs1)N(C(=O)Cn1nnc2ccccc21)c1cccc(C(C)=O)c1 (stereo unspecified),-6.7%,nt,2.3%[46.1 µM],2.6%,0.1%,13.8%,nt
O=C(O)CC(c1cccc2ccccc12)N1Cc2ccccc2C1=O (stereo unspecified),-4.6%,2.0%,2.3%,-3.2%,-6.5%,-14.6%[9.22 µM],-1.5%
CCOc1cccc(Oc2ncccc2C(=O)/C(C#N)=C/N(C)C)c1,2.1%,-1.3%,-9.1%[46.1 µM],-7.3%,-4.9%,4.1%,3.3%[38.3 µM]
CC(C)c1cc(C(=O)Nc2cccc(Cl)c2)no1,0.0%,-25.7%,-24.5%[46.1 µM],21.2%,7.6%,6.3%,9.1%[38.3 µM]
CCn1c(CNc2ccc(F)cc2)nnc1SCCN1CCCCC1,1.3%,-1.6%,-5.3%[46.1 µM],-11.4%,10.8%,-21.2%[9.22 µM],7.6%[38.3 µM]
Fc1cccc(Cl)c1-c1nnc2ccc(C(F)(F)F)cn12,5.8%,0.6%,-3.4%,9.5%,1.3%,22.4%[9.22 µM],2.1%
Cc1ccc2c(c1)N(CC(=O)N1CCN(c3nc4ccccc4s3)CC1)C(=O)C(C)O2 (stereo unspecified),0.0%,1.6%,-18.6%[46.1 µM],nt,-2.1%,0.3%,27.8%[38.3 µM]
C/C(=N\O)c1ccc(Cl)c(Cl)c1,1.0%,nt,20.4%,nt,10.1%,10.5%[9.22 µM],nt
CC(=O)C(C)Oc1ccc2c3c(c(=O)oc2c1C)CCCC3 (stereo unspecified),-2.2%,nt,-18.7%[46.1 µM],9.4%,7.0%,30.0%,nt
Cc1cccc[n+]1CC(=O)/C=C1\N(C)c2ccccc2C1(C)C,0.0%,8.5%,6.0%,-0.8%,-2.6%,-3.8%,-16.0%
CN1CCN(S(=O)(=O)c2ccc(-c3ccccc3)cc2)CC1,0.0%,-3.1%,-1.0%[46.1 µM],-0.5%,2.0%,-18.6%,13.0%[38.3 µM]
COc1cccc(NC(=O)c2oc3ccccc3c2NC(=O)c2ccc3c(c2)OCO3)c1,2.2%,-29.0%,-16.9%[46.1 µM],5.6%,14.2%,-7.5%,3.2%[38.3 µM]
O=C(O)C1C2C=CC(C2)C1C(=O)NCc1ccoc1 (stereo unspecified),-0.9%,4.3%,8.9%[46.1 µM],-12.5%,18.1%,-13.5%,-5.0%
N#Cc1cc(C(=O)c2cc(Br)ccc2O)cn(C2CC2)c1=O,4.2%,1.6%,-30.6%[46.1 µM],-0.6%,3.8%,?,5.1%[38.3 µM]
CCOc1ccc(NC(=O)Nc2nnc(CC)s2)cc1,3.3%,1.7%,?,nt,-2.8%,-16.3%,2.1%[38.3 µM]
Cc1ccc(/C=C2\SC(=S)N(CCC(=O)NNC(=O)c3ccncc3)C2=O)cc1,13.1%,nt,9.7%,nt,5.6%,-2.6%[9.22 µM],nt
COc1ccccc1CNC(=O)c1c(O)c2cc(OC)c(OC)cc2[nH]c1=O,-12.0%,nt,-5.9%[46.1 µM],-0.3%,3.4%,4.5%,nt
CCOc1ccc(/C=C(/NC(=O)c2ccccc2)C(=O)NCCC(=O)O)cc1,0.1%,-0.7%,2.1%,9.8%,8.2%,-20.7%[9.22 µM],6.9%
CC(C)(C)c1ccc(C(=O)NNC(=O)c2cccc(-n3cnnn3)c2)cc1,-1.0%,nt,15.1%,nt,1.4%,4.8%[9.22 µM],nt
C=CCc1c(C)nc(N)[nH]c1=O,-0.8%,0.0%,?,12.0%,?,-10.7%,0.5%
O=C1CCC([N+](=O)[O-])C(c2ccc(Cl)cc2)N1 (stereo unspecified),-1.0%,1.7%,-3.6%[46.1 µM],5.3%,4.8%,-2.1%,0.2%[38.3 µM]
CCOC(=O)c1cc(C(=O)OCC)c2ccccn2c1=O,0.9%,0.3%,-5.5%[46.1 µM],8.1%,9.9%,-1.4%,-24.1%[38.3 µM]
OC(COc1ccccc1)Cn1cc(Br)cn1 (stereo unspecified),2.0%,2.5%,2.4%[46.1 µM],1.3%,1.4%,-6.1%,-1.1%[38.3 µM]
CC(C)Cc1cc(C(=O)Nc2ccc3c(c2)OCO3)no1,-0.8%,-5.7%,-6.5%[46.1 µM],9.2%,10.2%,-16.9%,24.2%[38.3 µM]
CC(=O)NS(=O)(=O)c1ccc(NS(=O)(=O)c2ccc(F)cc2)cc1,-0.7%,-4.6%,-6.0%[46.1 µM],1.1%,-3.7%,8.9%,-3.2%[38.3 µM]
O=C1CC(c2ccccc2)CC(O)=C1C=NCCCO (stereo unspecified),-0.8%,12.3%,-16.3%[46.1 µM],1.9%,7.1%,-3.9%,-6.8%[38.3 µM]

# Carrying on.
SMILES,Epigenetic reg,Luc counter,NPSR antag,L3MBTL1 block,CBFb-RUNX1 inh,HTT aggregate,IMPase Li cell
OC(COc1ccccc1)CN1CCN(Cc2ccc3c(c2)OCO3)CC1 (stereo unspecified),-2.0%[10.1 µM],0.3%,9.5%,10.5%,-2.7%,14.1%[9.22 µM],8.3%
C/C(=N/NC(=O)CN1CCN(S(=O)(=O)c2ccc(Br)cc2)CC1)c1cccnc1,1.0%,-0.6%,19.5%,1.2%,8.2%,14.0%,-4.7%
CC1=CC(C)(C)N(S(=O)(=O)c2ccc(F)cc2)c2ccccc21,0.2%,-2.9%,?,nt,3.6%,-12.8%,35.6%[38.3 µM]
CC(=O)c1cccc(NC(=S)NC(=O)CC(C)C)c1,-1.0%,-3.9%,1.5%[46.1 µM],nt,3.7%,-3.2%,22.8%[38.3 µM]

# One compound at a time (already shown). Values in the order: Epigenetic reg | Luc counter | NPSR antag | L3MBTL1 block | CBFb-RUNX1 inh | HTT aggregate | IMPase Li cell
# OC(COc1ccccc1)CN1CCN(Cc2ccc3c(c2)OCO3)CC1 (stereo unspecified) across the screens: -2.0%[10.1 µM] | 0.3% | 9.5% | 10.5% | -2.7% | 14.1%[9.22 µM] | 8.3%
# CC1=CC(C)(C)N(S(=O)(=O)c2ccc(F)cc2)c2ccccc21 across the screens: 0.2% | -2.9% | ? | nt | 3.6% | -12.8% | 35.6%[38.3 µM]

# Screening results (PubChem)
